HGIII-sPLA2 inh: human group III sPLA2 inhibitors, primary screen, biochemical, QFRET, BODIPY PC-A2 liposome substrate | Group 3 secretory phospholipase A2 (Homo sapiens), Q9NZ20 | QFRET BODIPY PC-A2 liposome hydrolysis, fluorescence | inhibition, % at 12.2 µM | actives 0.56% (n = 370,000) | AID 743126, 2013;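 active means inhibition above mean plus 3 SD of compounds lying within the high and low control bounds, cut at about 19% in these data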;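 further: 0% = median of test compound wells and 100% = no enzyme DMSO wells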
Rev-erbA mod: modulators of Rev-erb alpha DNA binding, primary screen, biochemical, FITC-DNA, fluorescence polarization, uHTS. Nuclear receptor subfamily 1 group D member 1 (Homo sapiens), P20393. Rev-erbα–FITC-DNA binding, 90 min. activity, % at 10 µM. actives 0.79% (n = 370,000). AID 1259318, 2017;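 active means activity above about 14%, limit read from the data; passing the limit was not always enough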;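 further: 0% = DMSO wells with 35 nM protein and 100% = DMSO wells with 750 nM protein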
Target sequence (P20393 whole entry, looked up): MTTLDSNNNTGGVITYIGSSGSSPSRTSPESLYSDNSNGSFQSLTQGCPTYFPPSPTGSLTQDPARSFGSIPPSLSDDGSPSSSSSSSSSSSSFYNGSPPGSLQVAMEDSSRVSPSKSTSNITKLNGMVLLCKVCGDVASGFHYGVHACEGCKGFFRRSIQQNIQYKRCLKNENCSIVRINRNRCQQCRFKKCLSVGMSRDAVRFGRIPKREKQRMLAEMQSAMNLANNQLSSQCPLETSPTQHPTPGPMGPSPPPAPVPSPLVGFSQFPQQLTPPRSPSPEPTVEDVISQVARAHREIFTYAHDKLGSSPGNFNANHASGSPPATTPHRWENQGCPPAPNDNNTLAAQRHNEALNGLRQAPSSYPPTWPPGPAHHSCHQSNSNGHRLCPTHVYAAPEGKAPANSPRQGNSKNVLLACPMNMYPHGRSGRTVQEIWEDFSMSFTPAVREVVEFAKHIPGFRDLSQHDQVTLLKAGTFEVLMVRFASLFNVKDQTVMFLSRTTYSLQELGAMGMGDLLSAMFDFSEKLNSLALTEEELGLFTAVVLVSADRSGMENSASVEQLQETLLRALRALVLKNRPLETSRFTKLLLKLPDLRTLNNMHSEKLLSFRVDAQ
ssDAF12 agonist: S. stercoralis DAF-12 nuclear receptor activators, primary screen, cell-based, luminescence, HEK293, GRIP1 co-expression, lit1-tk-luc | Nuclear hormone receptor DAF-12 (Strongyloides stercoralis) | AID 652126, 2013 | activation, % at 6.8 µM | actives 1% (n = 370,000) | HEK293 ssDAF-12/GRIP1 lit1-tk-luc reporter; % of 3 µM dafachronic acid response;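 active means activation above the mean over all tested compounds plus 3 SD, cut at about 0.9% in these data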;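 further: 0% = DMSO-only wells and 100% = 3 µM delta7-dafachronic acid wells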
PLC-beta3 inh: human PLC-beta3 inhibitors, primary screen, biochemical, fluorescence | 1-phosphatidylinositol 4,5-bisphosphate phosphodiesterase beta-3 (Homo sapiens), Q01970 | Purified PLC-beta3, fluorogenic substrate | inhibition, % at 12.2 µM | actives 0.18% (n = 370,000); in the data active means inhibition above about 11%;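 further: 0% = median of compound wells on plate and 100% = full blocker control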
GAA850 FXN act: FXN promoter activators, primary screen, cell-based, luciferase luminescence, HEK293 lucGAA850; HEK293 lucGAA850 FXN promoter luciferase reporter, 24 h; percent of 10 µM SAHA response; activation, % at 6 µM; actives 0.56% (n = 360,000);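 active means activation above the average of all compounds screened plus 3 SD, cutoff fixed separately per campaign, cut at about 7.5% in these data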;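 further: 0% = DMSO wells and 100% = 10 µM SAHA wells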
DAX1 inh-1: DAX1 (NR0B1) inhibitors on StAR promoter, primary screen, cell-based, luminescence, SF-1 (NR5A1), full-length DAX-1. actives 1.1% (n = 370,000). inhibition, % at 6.8 µM. AID 652010, 2013. HEK293T StAR-luciferase reporter, SF-1/DAX-1 repression relief;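 active means inhibition above the mean over all tested compounds plus 3 SD, cut at about 3.6% in these data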;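 further: 0% = DAX-1 cells with DMSO and 100% = cells lacking DAX-1 with DMSO; higher inhibition means more luminescence from relief of DAX-1 repression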
SMARCA2 activ: SMARCA2 (BRM) function activators, primary screen, cell-based, luminescence, high throughput; actives 1% (n = 370,000); MG213 cells, MMTV-luciferase reporter, dexamethasone, overnight; activation, % at 9.1 µM; AID 652017, 2013; in the data active means activation above about 7.8%;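 further: 0% = vehicle wells and 100% = reference activator wells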
PG9 binder: binders of HIV-1 gp120 antibody PG9, primary screen, biochemical, TR-FRET; HIV-1 gp120 / PG9 antibody interaction; TR-FRET gp120-PG9 antibody binding; inhibition, % at 6.7 µM; actives 0.43% (n = 360,000); AID 624416, 2012; in the data active means inhibition above about 8.5%
hgDAF-12 ag: H. glycines DAF-12 receptor agonists, primary screen, cell-based, luminescence, HEK293, GAL4 fusion, UAS-luciferase; HEK293 GAL4-hgDAF12 UAS-luciferase reporter, agonist luminescence; normalized to butyrate control; activation, % at 6.8 µM; actives 1.8% (n = 370,000); AID 687014, 2013;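 active means activation above a cutoff set at the mean of all screened compounds plus 3 SD, cut at about 10% in these data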;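 further: 0% = DMSO wells and 100% = sodium butyrate wells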
hcDAF-12 act: H. contortus DAF-12 nuclear receptor activators, primary screen, cell-based, luminescence, HEK293, lit1-tk-luc reporter. HEK293 hcDAF-12 lit1-tk-luc reporter; 0% DMSO, 100% Δ7-dafachronic acid. activation, % at 6.8 µM. actives 1.4% (n = 370,000). AID 652067, 2013;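 active means activation above the mean of all tested compounds plus 3 SD, cut at about 5.5% in these data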;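 further: 100% = response to 3 µM Δ7-dafachronic acid high control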
DAX1 inh-2: DAX1 (NR0B1) inhibitors, primary screen, cell-based, HEK293, Gal4-DAX1, luciferase luminescence. Nuclear receptor subfamily 0 group B member 1 (Homo sapiens), P51843. HEK293 Gal4-DAX1 luciferase reporter. inhibition, % at 6.75 µM. actives 0.99% (n = 340,000). AID 504766, 2011;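 active means inhibition above the mean over all tested compounds plus 3 SD, cut at about 4.2% in these data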;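 further: 0% = DAX1-transfected cells with DMSO and 100% = empty-vector control cells with DMSO; inhibition shows as a rise in luminescence from relieved DAX1 repression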
Target sequence (P51843 207-470 limits assumed): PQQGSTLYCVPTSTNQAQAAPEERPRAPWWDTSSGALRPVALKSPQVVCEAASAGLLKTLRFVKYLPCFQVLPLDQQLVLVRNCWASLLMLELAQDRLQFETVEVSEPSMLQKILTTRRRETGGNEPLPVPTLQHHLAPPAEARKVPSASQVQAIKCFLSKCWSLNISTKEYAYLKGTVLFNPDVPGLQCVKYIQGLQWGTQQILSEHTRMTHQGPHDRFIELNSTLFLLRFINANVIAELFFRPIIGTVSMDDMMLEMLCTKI
An asterisk follows results filed as active; . = not tested or not shown.

SMILES	HGIII-sPLA2 inh	Rev-erbA mod	ssDAF12 agonist	PLC-beta3 inh	GAA850 FXN act	DAX1 inh-1	SMARCA2 activ	PG9 binder	hgDAF-12 ag	hcDAF-12 act	DAX1 inh-2
Cc1ccc(NC(=O)c2cc(-c3cccc(O)c3)on2)cc1C	-31	3	1.0*	-1	3.1	3.0	6	-0.5	14*	0.9	1.8
COc1cccc(CNC(=O)[C@H]2CCCN2C(=O)[C@H]2CCCN2C(=O)OC(C)(C)C)c1	3	-4	-0.9	3	.	-0.9	0	-0.4	0.1	0.1	.
COC(=O)Cc1cc(=O)n2[nH]cnc2n1	9	-2	-0.9	3	1.0	-0.1	3	-1.1	-1.2	0.1	0.7
CC1CCN(C(=O)C(Cc2ccccc2)NS(=O)(=O)c2ccc3c(c2)oc(=O)n3C)CC1 (stereo not drawn)	-5	1	-1.3	5	2.7	-1.4	-1	-2.4	-1.1	0.2	-1.2
COc1cc(/C=N/N=C(N)N)ccc1OCc1ccc(Cl)cc1	-6	4	-0.4	3	-0.3	-0.3	-3	-1.4	5.4	1.4	-1.9
O=S(=O)(CCc1ccncc1)c1ccc(Cl)cc1	1	9	-1.7	-4	0.3	0.1	2	-2.5	-1.2	0.2	0.7
FC(F)(F)c1cccnc1-n1cncn1	-7	-5	-1.8	-4	1.5	0.2	-4	-1.6	0.2	-1.3	0.9
CCOC(=O)/C=C/[C@H]1CCc2cccc(Cl)c2O1	2	3	0.0	-1	0.6	-0.7	1	0.1	0.7	5.4	0.7
CCOC(=O)c1c(NC(=O)Cn2cnc([N+](=O)[O-])n2)sc(C)c1C	-17	-5	-1.0	0	2.2	0.1	4	-1.5	-2.9	-1.8	-0.7
Cc1nc(C(F)(F)F)c(C(=O)O)cc1-c1nc(-c2ccccc2)cs1	-1	-1	-0.9	-40	0.8	-0.3	-1	2.5	0.5	-0.8	0.5
C/[N+]([O-])=C\C1C(=O)CC(C)(C)CC1=O	-6	0	-1.1	-2	2.7	-0.3	0	-1.2	2.0	-2.3	1.0
O=C(COC(=O)c1cccnc1Cl)NC(=O)NC1CCCCC1	-1	7	-0.8	3	-4.0	-1.0	-4	1.2	0.4	-0.9	-1.3
Nc1c(C=C2C=CC(=O)C=C2)c(=O)nc2sc(CC(=O)N3CCCCC3)nn12	-37	-7	-0.5	-55	0.6	0.0	0	-3.1	0.3	0.7	0.5
COC(=O)[C@H]1C[C@@]2(n3ccc4ccccc43)c3ccccc3N(S(=O)(=O)c3ccccc3)[C@H]2N1C(=O)CNC1CCCCC1	1	4	-0.9	0	.	-1.5	-1	.	-0.8	-1.0	.
Cc1cccc(NC(=O)Nc2ccc(Br)cc2)n1	-2	2	1.3*	-2	5.5	0.0	1	-0.8	6.3	7.6*	3.9
Cc1nnc(SCc2nc3ccccc3s2)n1N	4	10	1.0*	-5	4.8	4.1*	8.5*	0.4	7.7	9.5*	3.6
Nc1cc(=O)[nH]c(SCC(=O)NC2CCCc3ccccc32)n1 (stereo not drawn)	-1	1	-0.7	-7	1.5	0.2	0	-0.4	-1.7	0.5	0.1
CC1=NN(c2nc(-c3ccc(C)cc3)cs2)C(=O)C1N=Nc1cccc(C)c1 (stereo not drawn)	-19	0	0.0	2	2.8	2.6	-1	-0.9	5.4	3.1	1.5
O=C(Cn1cnc2c(nnn2-c2ccccc2)c1=O)NCCc1ccccc1	-2	-3	-0.9	1	-1.1	-2.2	1	-1.5	-0.9	0.3	0.7
Cn1c(/C=C/c2ccc(Cl)cc2)c([N+](=O)[O-])c(=O)n(C)c1=O	2	-3	-1.3	-2	-4.3	-1.6	3	-2.1	0.7	-3.5	-3.5
COC(=O)C1=CN(Cc2ccc(F)cc2)C=C(C(=O)OC)C1c1cc(OC)c(OC)c(OC)c1	0	2	-1.4	-261	1.6	-0.1	-1	0.1	-1.8	-0.6	-0.7
COC(=O)c1cn(C)c2ccc(S(=O)(=O)N(C)C3CCCCC3)cc2c1=O	1	6	-1.2	8	-1.3	0.4	-5	3.5	4.1	0.6	2.5
Cc1ccc(S(=O)(=O)N2CCOC2CNC(=O)C(=O)NCc2ccccc2)cc1 (stereo not drawn)	-2	-2	-1.1	0	0.5	-1.3	-3	1.4	-2.3	-2.0	-0.8
CSc1ccc(S(=O)(=O)NC2CCCCCC2)cc1	-12	1	-1.2	2	-2.0	-0.3	-1	-1.3	-0.2	-1.8	0.8
N/C(=N\c1nc2ccccc2o1)NC(=O)c1cccc(Br)c1	17	0	-1.1	-9	1.6	0.4	-6	0.7	-0.7	0.5	.
COC(=O)Cn1c(CCS(=O)(=O)c2ccc(C)cc2)nc2ccccc21	2	3	-0.6	-24	0.7	-0.1	-2	0.0	-1.6	-1.6	0.5
CC(C)[C@H]1COc2c3ccccc3nn21	10	1	-0.1	3	.	1.7	-3	.	4.5	1.6	.
CC(OC(=O)CCN=C1NS(=O)(=O)c2ccccc21)C(=O)N(C)C1CCCCC1 (stereo not drawn)	0	-1	-0.7	-3	-1.2	-2.1	-1	-0.1	0.8	-0.8	-0.7
COc1ccc(S(=O)(=O)N2CCOCC2)cc1NC(=O)COC(=O)c1ccc(C)s1	-4	5	-0.8	4	2.0	-0.5	0	-0.7	1.4	-1.1	0.7
CC(C)CNC(=S)NC(=O)c1csc([N+](=O)[O-])c1	12	-2	-1.4	-9	-1.2	-0.2	0	-0.5	0.5	2.3	-0.3
CCc1ccccc1N(C)S(=O)(=O)c1ccc2[nH]cc(C(=O)N3CCc4ccccc43)c(=O)c2c1	-15	45*	-1.0	-1	0.2	-0.2	-2	0.0	-0.1	3.9	-1.2
CN1CCN(C2CCN(c3ccc(Nc4nnc(Cl)c(Nc5ccccc5S(C)(=O)=O)n4)c(OC(CF)CF)c3)CC2)CC1	0	-7	-1.2	4	2.7	0.3	1	-2.3	-0.7	-1.0	-0.6
CCOC(=O)C(=CNc1cccc(C)c1C)C(=O)OCC	-5	-7	-1.8	-2	-2.0	-0.4	-4	-0.6	0.8	-0.5	-1.7
CCCNC(=O)C1(C)CCN(Cc2cc(C)n(C)n2)C1 (stereo not drawn)	9	-2	-0.6	-3	0.6	0.2	-1	-0.3	0.2	0.2	.
O=S(=O)(NCC(c1cccnc1)N1CCN(c2ccc(F)cc2)CC1)c1cc(F)ccc1F (stereo not drawn)	-10	-4	-0.8	1	-1.3	-0.2	1	0.4	-0.4	-1.3	-0.2
COC(=O)c1ccc(SCc2ccccc2)nc1	-10	2	-0.4	-2	1.9	0.5	1	-1.9	1.8	2.3	.
Cc1ccc(-n2ncc3c(NCc4ccc5c(c4)OCO5)ncnc32)c(C)c1	-10	-1	-1.1	-1	2.3	-0.5	-2	0.4	-3.1	-3.0	-1.3
COc1ccc(S(=O)(=O)n2nc(C)cc2C)cc1OC	0	-5	-0.8	-6	1.4	0.1	-1	-1.8	5.0	1.4	-0.8
COc1ccc(OC)c(C2=NNC(=NCc3ccc4c(c3)OCO4)SC2)c1	-11	5	-1.9	-96	0.7	-0.6	-1	-0.4	-1.3	1.2	-1.0
O=C(Nc1ccc(F)cc1F)NC1CC1	8	1	-1.1	1	-0.3	-0.3	0	0.1	-4.3	-1.6	1.5

Compound profiles, as listed above. Screens in order: HGIII-sPLA2 inh | Rev-erbA mod | ssDAF12 agonist | PLC-beta3 inh | GAA850 FXN act | DAX1 inh-1 | SMARCA2 activ | PG9 binder | hgDAF-12 ag | hcDAF-12 act | DAX1 inh-2
CCc1ccccc1N(C)S(=O)(=O)c1ccc2[nH]cc(C(=O)N3CCc4ccccc43)c(=O)c2c1 in the list: -15 | 45* | -1.0 | -1 | 0.2 | -0.2 | -2 | 0.0 | -0.1 | 3.9 | -1.2
CCOC(=O)C(=CNc1cccc(C)c1C)C(=O)OCC in the list: -5 | -7 | -1.8 | -2 | -2.0 | -0.4 | -4 | -0.6 | 0.8 | -0.5 | -1.7

The list goes on.
SMILES	HGIII-sPLA2 inh	Rev-erbA mod	ssDAF12 agonist	PLC-beta3 inh	GAA850 FXN act	DAX1 inh-1	SMARCA2 activ	PG9 binder	hgDAF-12 ag	hcDAF-12 act	DAX1 inh-2
COCc1c(C(=O)OC)nnn1-c1ccccc1	15	-1	-1.4	0	-0.2	-0.9	-3	-1.0	1.1	0.3	1.8
CCOc1ccc(C(=S)N2CCOCC2)cc1OC	5	8	-0.6	1	0.1	0.2	3	-0.9	0.9	0.8	1.1
Cc1ccc(N(C(=O)c2ccc(S(=O)(=O)N(C)C)cc2)C2C=CS(=O)(=O)C2)cc1 (stereo not drawn)	1	-2	-0.5	-1	1.9	-0.3	-1	0.3	-0.8	2.3	1.8
Cc1sc2ncnc(NCCCO)c2c1C	6	-3	-1.1	-5	1.6	-0.9	-2	0.8	0.5	-0.1	-0.5
COc1ccc(CNC(=O)COC(=O)c2ccc3ccccc3n2)cc1	12	4	-0.1	-15	1.6	0.8	2	3.3	0.6	1.7	-0.6
O=C(CNC(=O)c1cccc(S(=O)(=O)N2CCc3ccccc32)c1)Nc1ccccc1Br	-29	4	1.2*	-7	-5.5	-0.8	0	0.6	-7.1	-2.1	-2.1
CC(C)Oc1ccc(C(CCN)C2CCCCC2)cc1 (stereo not drawn)	9	4	-1.7	-4	-0.6	-0.9	-3	2.5	-0.5	-0.3	1.1
COC(=O)c1ccc2nc(-c3ccc(OC)c(OC)c3)c(Cc3ccc(OC)cc3C)n2c1	11	-1	-0.5	-128	.	0.5	1	-1.9	-1.0	-0.1	.

Three compounds out of the list above, arranged by their value in DAX1 inh-2, falling:
| compound | HGIII-sPLA2 inh | Rev-erbA mod | ssDAF12 agonist | PLC-beta3 inh | GAA850 FXN act | DAX1 inh-1 | SMARCA2 activ | PG9 binder | hcDAF-12 act | DAX1 inh-2 |
| --- | --- | --- | --- | --- | --- | --- | --- | --- | --- | --- |
| COCc1c(C(=O)OC)nnn1-c1ccccc1 | 15 | -1 | -1.4 | 0 | -0.2 | -0.9 | -3 | -1.0 | 0.3 | 1.8 |
| CC(C)Oc1ccc(C(CCN)C2CCCCC2)cc1 (stereo not drawn) | 9 | 4 | -1.7 | -4 | -0.6 | -0.9 | -3 | 2.5 | -0.3 | 1.1 |
| Cc1sc2ncnc(NCCCO)c2c1C | 6 | -3 | -1.1 | -5 | 1.6 | -0.9 | -2 | 0.8 | -0.1 | -0.5 |

Assay outcomes from PubChem.

Rows are unselected (roughly 7% active in at least one column).
